Nrf2 ARE act = qHTS of Nrf2 Activators | AREc32 ARE-luciferase reporter (MCF7-derived line), luminescence, 24 h | Potency, µM (titrated, usually from 46.1 µM), for the others: at the top dose activation, usual class: activators | 0.31% of 410,000 active | AID 624171, 2012; further: potency means the concentration at half of the fitted maximal effect; % of control where 0% means no effect; nearly all actives have a fitted effect of over 65% in size
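AREc32_Fluc, 1000 cells/well, OPTI-MEM + 5% FBS, o/n 37 deg C 5% CO2; 23 nL cpd by pin tool, 24 hr; Steady-Glo 30 min RT, luminescence.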
IL2 activator = qHTS of IL-2 Activators | IL-2 activation reporter assay, cell-based qHTS; stimulated with anti-CD3/CD4/CD28 beads; in transgenic mouse T cells | AID 652025, 2013 | activation, % (series mostly up to about 46 µM) | 0.065% of 360,000 active; in the data active means activation above about 50%; inconclusive means mostly about 30% to 49%; further: 0% is about no effect
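Readout is EGFP and DsRed signal by fluorescent plate cytometry after 18 h at 37 degrees C. Transgenic mouse T cells (750/well) received compound for 60 min before bead stimulation (anti-CD3, anti-CD4, anti-CD28); memory T cells served as non-tolerant control.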
Nrf2 block = Nrf2 qHTS screen for inhibitors; AID 504444, 2011; A549 ARE-Fluc reporter, luciferase luminescence, 18-24 h; Potency, µM (titrated, usually from 46 µM), without a hit: top-dose activity change, negative = inhibition, most hits filed as inhibitors; 2.1% of 360,000 active; further: potency means the concentration at half of the fitted maximal effect; on the % scale 0 is the no-effect control and ±100 the full control effect; nearly all actives have a fitted effect of over 60% in size
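In this cell-based qHTS, ARE-driven firefly luciferase in A549 cells reports Nrf2 activity; the luminescent signal after BugLite lysis is the measured value, with a prior CellTiter-Fluor read for cell health.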
HepG2 tox = qHTS for Inhibitors of TGF-b: Cytotox Counterscreen | HepG2 CAGA-GFP viability, ATP luminescence, 18 h | Potency, µM (highest dose often 46.1 µM), for the others: at the highest dose activity change, negative = cytotoxicity, most hits filed as cytotoxic | 0.76% of 410,000 active | AID 588856, 2011; further: potency means the concentration at half of the fitted maximal effect; some results filed as inactive show a strong effect at the top dose
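HepG2 CAGA-GFP cells (1000/well, DMEM with 1% FBS) received compound, then TGF-beta at 500 pg/mL final, and were incubated 18 hours at 37 degrees C. Viability was read by CellTiter-Glo luminescence. Media-only wells were set as complete cell-killing and DMSO as no toxicity.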
S2 tox = Viability Counterscreen for Primary qHTS for Inhibitors of ATXN expression; S2 cells (HEK-293 line with an ATXN2-luciferase reporter) viability, CellTiter-Fluor protease fluorescence, 24 h; 0.49% of 400,000 active; Potency, µM (titrated, usually from 56.7 µM), most hits filed as cytotoxic; AID 651635, 2014; further: potency means the concentration at half of the fitted maximal effect; nearly all actives have a fitted effect of over 40% in size
A549 tox = Nrf2 qHTS screen for inhibitors: counterscreen for cytotoxicity; 0.16% of 390,000 active; AID 504648, 2011; A549 ARE-Fluc cells, CellTiter-Fluor viability, 18-24 h; Potency, µM (top dose mostly 46 µM), for the others: at the top dose activity change, negative = cytotoxicity, actives largely listed as inhibitors; further: potency means the concentration at half of the fitted maximal effect; on the % scale 0 is the no-effect control and ±100 the full control effect
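Cytotoxicity counterscreen: CellTiter-Fluor fluorescence was measured in A549 ARE_Fluc cells after 18-24 h of compound exposure in a concentration series. The subsequent BugLite luminescent read reports ARE-luciferase activity.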
ATXN2 expr inh = Primary qHTS for Inhibitors of ATXN expression; HEK-293 ATXN2-luciferase reporter, luminescence, 24 h; 0.72% of 360,000 active; Potency, µM (top dose mostly 57 µM), for inactives: at the top dose activity change, negative = inhibition, most hits filed as inhibitors; AID 1745845, 2022; further: potency means the concentration at half of the fitted maximal effect; on the % scale 0 is the no-effect control and ±100 the full control effect; nearly all actives have a fitted effect of over 55% in size
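qHTS (up to 57 uM final) was run with 24 h compound exposure of reporter cells at 37 °C. Each well was multiplexed: SteadyGlo luminescence measured ATXN2-luciferase expression after a fluorogenic Gly-Phe-AFC viability readout (25 uM final).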
EPAC2 agonist = qHTS for Agonist of cAMP-regulated guanine nucleotide exchange factor 4 (EPAC2): primary screen; 0.079% of 360,000 active; EPAC2 activation, biochemical qHTS; response scale: 100% = 6.5 mM cAMP response; Potency, µM (doses to about 154 µM), inactives show top-dose activation, hits mostly activators; AID 720711, 2013; further: potency means the concentration at half of the fitted maximal effect; nearly all actives have a fitted effect of over 50% in size
Target sequence (Q8WZA2 whole entry, looked up): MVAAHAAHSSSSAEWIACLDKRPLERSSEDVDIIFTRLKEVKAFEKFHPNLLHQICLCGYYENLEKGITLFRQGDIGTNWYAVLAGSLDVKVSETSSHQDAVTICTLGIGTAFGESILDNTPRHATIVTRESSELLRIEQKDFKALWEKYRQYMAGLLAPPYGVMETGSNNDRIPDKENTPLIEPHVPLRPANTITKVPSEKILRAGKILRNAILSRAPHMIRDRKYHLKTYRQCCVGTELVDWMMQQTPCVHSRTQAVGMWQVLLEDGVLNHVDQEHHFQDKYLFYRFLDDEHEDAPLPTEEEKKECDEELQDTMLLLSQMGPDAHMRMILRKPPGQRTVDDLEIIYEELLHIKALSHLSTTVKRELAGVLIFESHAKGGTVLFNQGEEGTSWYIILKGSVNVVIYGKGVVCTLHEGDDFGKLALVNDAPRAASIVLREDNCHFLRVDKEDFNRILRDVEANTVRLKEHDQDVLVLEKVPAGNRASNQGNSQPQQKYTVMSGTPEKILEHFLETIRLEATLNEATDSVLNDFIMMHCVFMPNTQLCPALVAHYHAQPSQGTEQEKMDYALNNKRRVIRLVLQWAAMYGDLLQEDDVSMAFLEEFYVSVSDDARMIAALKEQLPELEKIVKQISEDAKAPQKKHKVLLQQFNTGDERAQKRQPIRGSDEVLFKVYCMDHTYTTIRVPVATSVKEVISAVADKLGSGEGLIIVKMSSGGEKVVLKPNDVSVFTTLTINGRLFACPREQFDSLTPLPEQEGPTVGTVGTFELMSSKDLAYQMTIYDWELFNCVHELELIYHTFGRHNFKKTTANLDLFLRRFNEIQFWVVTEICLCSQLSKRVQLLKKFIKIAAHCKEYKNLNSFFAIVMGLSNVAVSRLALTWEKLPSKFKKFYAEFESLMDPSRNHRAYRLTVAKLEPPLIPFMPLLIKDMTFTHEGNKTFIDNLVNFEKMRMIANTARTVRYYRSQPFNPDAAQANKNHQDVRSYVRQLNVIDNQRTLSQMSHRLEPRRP
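In this primary screen, activation is scored as increased exchange of BODIPY-GDP from Rap1B by 100 nM EPAC2, with 50 uM GDP as competitor. Signal is normalized to the 6.5 mM cAMP agonist control.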
TGFb inhibitor = qHTS for Inhibitors of TGF-b; HepG2 CAGA-GFP TGF-b/SMAD3 reporter, GFP fluorescence, 18 h; TGF-beta stimulated, 500 pg/mL final; Potency, µM (highest dose often 46.1 µM), for the others: at the highest dose activity, negative = inhibition, hits mostly inhibitors; 1.2% of 410,000 active; further: potency means the concentration at half of the fitted maximal effect; on the % scale 0 is the no-effect control and ±100 the full control effect; nearly all actives have a fitted effect of over 65% in size
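TGF-beta reporter screen: HEPG2 CAGA-GFP, 1% FBS, 500 pg/mL TGF-beta final, 18 h; per-cell GFP summed per well; curves fitted and categorized by class.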
Numbers without * were called inactive; i = inactive; ? = inconclusive; . = no result given; & = joins results of further samples; [ ] = another dose, or the depositor's remark. Unless noted, the call rests on the fitted dose curve; in most records, active means well fitted curve in the direction sought with a large enough effect; inconclusive means small, poorly fitted or top-dose-only effect, or another doubt; inactive means no such curve, though single readings can be large; an effect the other way counts as inactive or inconclusive.

SMILES	Nrf2 ARE act	IL2 activator	Nrf2 block	HepG2 tox	S2 tox	A549 tox	ATXN2 expr inh	EPAC2 agonist	TGFb inhibitor
CN(Cc1ccccc1)C(=O)COc1ccc(-c2nnco2)cc1	1.8%	-1.6	-8%	6%	?	-3%	-3%	0%	2%
COc1ccc(NC(=O)C2=C(C)Nc3ncnn3C2c2ccccn2)cc1 (centres undefined)	0.0%	.	.	-5%	i	16%	2%	.	-2%
CC(=O)c1ccc(S(=O)(=O)N2CCN(CCOc3ccc(Br)cc3)CC2)cc1	0.7%	-1.0	4.1µM*	-24%	?	?	?	16%	?
Cc1ccc(S(=O)(=O)c2c(N)n(-c3ccccc3)c3nc4ccccc4nc23)cc1	0.1%	-3.3	-18%	-7%	.	-6%	-22%[11.3 µM]	15%	-5%
O=C(Nc1ccccc1C(=O)Nc1ccccn1)c1cccc([N+](=O)[O-])c1	0.6%	-0.3	-20%	-31%	?	-1%	2%	17%	3%
O=S(=O)(c1cccc(-n2cnnn2)c1)N1CCOCC1	0.0%	4.1	-3%	-26%	i	?	-1%	5%	1%
COc1ccc2oc(C(=O)OCC(=O)N3CC(C)CC(C)C3)c(C)c2c1 (centres undefined)	-0.7%	-2.9	1%	-7%	i	2%	-1%	8%	6%
COc1ccc(OC)c(N/C(C)=C/C(=O)c2ccc(Br)cc2)c1	3.1%	-0.3	?	-29%	i	-16%	-10%	22%	-11%
COc1cc(C)c2occ(/C(C)=N\O)c2c1	10%	-1.8	-12%	-21%	i	-4%	-4%	5%	0%
Cc1ccccc1OCCC(=O)Nc1ccccc1C(=O)N1CCCCC1	-0.1%	-0.5	3%	5%	i	1%	5%	-3%	-4%
COC(=O)c1ccc(N2CCOCC2)c(NC(=O)c2ccc(Br)o2)c1	0.4%	-0.6	-13%	-15%	i	-6%	-9%	3%	-22%
O=C(CCN1CCN(S(=O)(=O)c2cccc([N+](=O)[O-])c2)CC1)Nc1ccccc1F	-0.3%	-3.9	-3%	4%	?	-4%	-16%	4%	12%
O=C(N/N=C/c1ccccc1Cl)c1nc2ccc([N+](=O)[O-])cc2c(=O)[nH]1	-0.5%	-0.7	-8%	-1%	i	-4%	.	6%	0%
COCCn1nnnc1C(c1ccc(OC)c(OC)c1)N1CCc2ccccc21 (centres undefined)	-0.5%	-1.4	8%	-6%	i	0%[1.84 µM]	1%	10%	-1%
CCCc1ccc(-c2cc(C(=O)Nc3ccc([N+](=O)[O-])cn3)c3ccccc3n2)cc1	4.5%	-0.3	?	-30%	i	2%	44%[activator]	9%	?
CC(C)(C)[C@H]1COC(=O)[C@H](Cc2ccc(F)cc2)CC/C=C/C[C@@H](CC(=O)N[C@H](CO)Cc2ccccc2)C(=O)N1	-0.4%	-0.5	7%	-21%	i	-2%	5%	-10%	?
COc1cc(NC(=O)CCN2CCN(C/C=C/c3ccccc3)CC2)cc(OC)c1	0.8%	-2.6	10%	-16%	i	-27%	.	5%	?
CCSc1nnc(NS(=O)(=O)c2ccc(OC)cc2)s1	-0.4%	0.7	-14%	-16%	i	-2%	2%	11%	2%
O=C(CN1C(=O)C2(OCCO2)c2ccccc21)c1ccc(Br)cc1	-0.5%	-2.2	.	-20%	i	3%	1%	12%	16%
COc1ccc(CN2CCN(c3ccccn3)CC2)c(OC)c1C	-0.4%&1.5%	-0.1&-3.0	9%&-20%	-44%&-15%	i	0%&0%	-11%	7%&16%	?
O=C(O)c1ccccc1NC(=O)C(c1ccccc1)c1ccccc1	0.0%	0.2	10%	23%	i	6%	19%	12%	-23%
CC(C)OCCCn1c(=O)c2ccccc2n2c(-c3ccccc3)nnc12	0.6%	.	-2%	3%	i	1%	3%	.	2%
Cc1ccc(-c2ccc(SCC(=O)Nc3cc(C)on3)nn2)cc1	0.8%	2.0	?	-24%	i	-2%	.	2%	-1%
COc1ccc(NC2CC(=O)N(c3cccc(C)c3)C2=O)cc1 (centres undefined)	0.1%	-1.2	.	-3%	i	-8%	7%	7%	-1%
Cc1ccc(S(=O)(=O)N2CCCCC2)cc1NC(=O)CSc1nccn1C	-0.2%	0.3	-3%	-5%	i	-5%	-26%	9%	8%
NC(=O)C[n+]1cccc(C(N)=O)c1	-0.5%	-2.4	7%	5%	i	8%	-15%	10%	23%
CCOC(=O)C1=C(C)Nc2ccccc2N=C1NC(=O)Cc1ccc(Cl)c(Cl)c1	-0.4%	-3.2	?	-8%	i	?	-17%	-8%	0%
Cc1ccc(/C=N/NC(=O)CSc2nc3ccccc3c(=O)n2-c2ccccc2)s1	0.3%	0.3	10%	-21%	i	-1%	-1%	-2%	-5%
S=c1[nH]nc(COc2ccccc2)n1Cc1ccccc1	1.8%	-0.5	-1%	1%	i	6%	-8%	-9%	-18%
O=C(CSc1n[nH]c(-c2ccc(S(=O)(=O)N3CCCCC3)cc2)n1)Nc1nccs1	4.4%	-0.7	?	-28%	i	-7%	-6%	0%	?
Cc1cccc(NC(=S)NCCCN2CCOCC2)c1	-0.4%	1.6	10%	4%	i	14%	-5%	-6%	6%
CCOC(=O)C1CCCN(Cc2cc(=O)oc3cc(C)c(C)cc23)C1 (centres undefined)	2.8%	-0.5	15%	7%	?	-3%	21%	6%	-20%
COc1ccc(OC)c2nc(-c3ccncc3)ccc12	?	-4.0	15%	-11%	i	0%	18%	4%	-15%
O=C1NC[C@H](Cc2ccccc2)N(C[C@H]2CCCN2C[C@H](Cc2ccccc2)N2C[C@H](Cc3ccccc3)N(CCc3ccccc3)C(=O)C2=O)C1=O	-3.3%	-0.5	?	-34%	18µM*	?	?	-2%	?
Cc1c(CBr)[n+](=O)c2c(n1[O-])C(Br)CCC2Br (centres undefined)	0.5%	-2.6	-4%	-36%	i	2%	1%	18%	0%
CC(C)C[C@H](NC(=O)N1CCn2c1nc1ccccc12)C(=O)NCc1ccco1	2.6%	-2.4	5%	-16%	i	-1%	-13%	5%	?
Cc1ccc(N/C(N)=N/c2nc3c(c(=O)[nH]2)CCCC3)c(C)c1	0.2%	-0.8	-33%	-17%	i	-17%	-8%	1%	7%
S=C1NC2(CCCC2)Nc2ccccc21	3.5%	-1.9	6%	1%	i	0%	4%	1%	-2%
O=C(NCCS(=O)(=O)N1CCC2(CC1)OCCO2)c1ccc(F)cc1	-0.6%	-2.1	9%	10%	i	-3%	-14%	-5%	7%
Cc1ccc(Cl)cc1NC(=O)C1CCCN(S(=O)(=O)c2c(C)noc2/C=C/N(C)C)C1 (centres undefined)	-1.0%	.	3%	-4%	i	-1%	-23%	.	-21%
COc1ccc(/C=C/C(=O)c2ccccc2O)cc1CN1CCOCC1	3.1%	0.5	-4%	-4%	i	-27%	-24%	12%	11%
S=C(NCCc1ccccc1)Nc1cccc2cnccc12	3.0%	-2.8	3.7µM*	-14%	i	-24%	?	2%	?
CCOC(=O)c1sc(=NC(=O)c2ccc(OC(C)C)cc2)n(C)c1C	0.2%	-4.4	?	-1%	i	1%	-23%	-6%	-13%
COc1ccc(N(CC(=O)Nc2cc(OC)ccc2OC)S(=O)(=O)c2c(C)noc2C)cc1	0.0%	-0.7	-19%	-5%	i	-11%	.	5%	2%
COc1cccc(N2C(=NC(=O)COc3ccccc3)SC3CS(=O)(=O)CC32)c1 (centres undefined)	0.2%	-2.7	4%	11%	i	3%	1%	-2%	10%

In the list so far, these contain a Cl atom.
SMILES	Nrf2 ARE act	IL2 activator	Nrf2 block	HepG2 tox	S2 tox	A549 tox	ATXN2 expr inh	EPAC2 agonist	TGFb inhibitor
O=C(N/N=C/c1ccccc1Cl)c1nc2ccc([N+](=O)[O-])cc2c(=O)[nH]1	-0.5%	-0.7	-8%	-1%	i	-4%	.	6%	0%
CCOC(=O)C1=C(C)Nc2ccccc2N=C1NC(=O)Cc1ccc(Cl)c(Cl)c1	-0.4%	-3.2	?	-8%	i	?	-17%	-8%	0%
Cc1ccc(Cl)cc1NC(=O)C1CCCN(S(=O)(=O)c2c(C)noc2/C=C/N(C)C)C1 (centres undefined)	-1.0%	.	3%	-4%	i	-1%	-23%	.	-21%

(further entries)
SMILES	Nrf2 ARE act	IL2 activator	Nrf2 block	HepG2 tox	S2 tox	A549 tox	ATXN2 expr inh	EPAC2 agonist	TGFb inhibitor
C/C(=N\NC(=O)CSc1nc(C)cc(C)n1)c1cccs1	-0.3%	0.6	-1%	-3%	i	10%	12%	0%	-7%
CCCCCC(=O)N1C[C@H](O)[C@@H](n2cc(C3CC3)nn2)C[C@@H]1c1ccc(C)cc1	-0.8%	1.9	.	-23%	i	.	4%	9%	4%
CCOCC(=O)Nc1cc(OC)c(Cl)cc1OC	-0.1%	-0.8	22%	1%	i	3%	3%	-5%	9%
CCCCn1nc(C(=O)Nc2cccc(C(=O)NC3CC3)c2)c2ccccc2c1=O	3.4%	1.9	-24%	0%	i	-11%	-4%	14%	-2%
CCN(C(=O)CSc1nnc2nc(C)cc(C)n12)c1ccccc1	-0.7%	-0.8	-11%	-14%	i	11%	11%	7%	7%
CCCC(=O)C1=C(N(C)c2ccccc2)CC(C)(C)CC1=O	-1.0%[9.22 µM]	-1.7	-27%	-2%	i	1%	0%	2%	4%
O=C(C1=C[C@H](c2ccc(C(F)(F)F)cc2)C[C@H](OCCCCO)O1)N1CCN(Cc2ccc3c(c2)OCO3)CC1	6.4%	-0.4	?	-38%	?	0%	-32%	10%	?
c1ccc(N2CCN(c3ccc4nncn4n3)CC2)nc1	-0.9%	-1.0	-22%	-14%	i	2%	3%	12%	-14%
CC(C)(C)c1ccc(OCc2ccc(C(=O)N/N=C/c3ccc(O)c(O)c3)cc2)cc1	4.8%	-5.8	7%	-20%	?	-13%	?	-16%	?
Cc1ccn2c(CC(C)(C)C)c(-c3ccc(F)cc3)nc2c1	15%	-3.5	.	-69%	25µM*	.	?	-4%	?
